Screening results: PubChem BioAssay, National Center for Advancing Translational Sciences (NCATS)
EPAC1 antagonist: EPAC1 (human) antagonism. AID 720709. 0.14% of 360,000 active. Potency, µM (top dose mostly 115 µM), for the others: top-dose activity change, negative = inhibition, actives largely listed as inhibitors. EPAC1 GEF assay, Rap1b-BODIPY-GDP exchange fluorescence;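 also: potency is read from the fitted curve at half-maximal effect; plate controls were vehicle for no effect and positive control for full effect; nearly all actives have a fitted effect of over 50% in size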
Target sequence (O95398 whole entry, looked up): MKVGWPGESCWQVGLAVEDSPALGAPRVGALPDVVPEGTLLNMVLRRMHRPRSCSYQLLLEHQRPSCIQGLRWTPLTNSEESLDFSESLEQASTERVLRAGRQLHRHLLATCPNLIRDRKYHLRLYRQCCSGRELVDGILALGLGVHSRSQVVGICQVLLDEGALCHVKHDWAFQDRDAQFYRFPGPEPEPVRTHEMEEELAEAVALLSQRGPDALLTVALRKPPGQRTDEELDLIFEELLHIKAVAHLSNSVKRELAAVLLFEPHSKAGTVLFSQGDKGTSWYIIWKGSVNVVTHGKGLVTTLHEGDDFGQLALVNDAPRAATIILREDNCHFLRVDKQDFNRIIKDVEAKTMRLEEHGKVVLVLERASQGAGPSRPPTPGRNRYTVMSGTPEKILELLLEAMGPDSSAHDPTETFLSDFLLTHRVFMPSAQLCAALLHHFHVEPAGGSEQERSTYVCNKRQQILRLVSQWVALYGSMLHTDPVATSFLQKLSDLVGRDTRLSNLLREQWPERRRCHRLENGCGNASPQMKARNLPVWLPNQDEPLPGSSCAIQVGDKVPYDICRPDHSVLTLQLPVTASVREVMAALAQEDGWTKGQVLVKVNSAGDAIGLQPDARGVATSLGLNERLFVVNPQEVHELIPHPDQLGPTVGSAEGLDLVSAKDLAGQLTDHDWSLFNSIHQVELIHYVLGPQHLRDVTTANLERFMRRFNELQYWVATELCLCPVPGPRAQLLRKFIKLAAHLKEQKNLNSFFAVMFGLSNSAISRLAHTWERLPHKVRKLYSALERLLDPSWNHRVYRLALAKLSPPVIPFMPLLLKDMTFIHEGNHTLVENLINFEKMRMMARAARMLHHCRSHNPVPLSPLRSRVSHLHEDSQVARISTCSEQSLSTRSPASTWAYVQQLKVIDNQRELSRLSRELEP
EPAC2 antag: EPAC2 (human) antagonism; Potency, µM (top dose mostly 114 µM), for the others: at the top dose activity, negative = inhibition, actives largely listed as inhibitors; AID 720708; Q8WZA2; 0.18% of 360,000 active; EPAC2 GEF exchange of Rap1B-BODIPY-GDP, fluorescence; also: potency is read from the fitted curve at half-maximal effect; % is scaled to controls: 0 for no effect and ±100 for the full control effect; nearly all actives have a fitted effect of over 45% in size; many of its hits are not listed in these tables
EPAC1 agonist: activates human EPAC1 exchange factor; EPAC1 agonist qHTS, biochemical assay; response scale: 100% = response to 6.5 mM cAMP; O95398; 0.073% of 360,000 active; Potency, µM (highest dose often 154 µM), for inactives: at the top dose activation, most hits filed as activators; AID 720707; also: potency is read from the fitted curve at half-maximal effect; nearly all actives have a fitted effect of over 60% in size
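Normalized to 6.5 mM cAMP, activity reflects EPAC1-catalysed release of BODIPY-GDP from Rap1B, followed kinetically over 30 min at 480 nm excitation, 540 nm emission. Reaction contained 100 nM EPAC1, 250 nM Rap1B-BODIPY-GDP, 50 uM GDP.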
PLK1 PBD inh: inhibitors of human PLK1 polo-box domain binding | 2.8% of 360,000 active | Plk1 PBD binding of FITC phosphopeptide, fluorescence polarization | P53350 | Potency, µM, for inactives: max response, negative = inhibition, usual class: inhibitors; also: potency is read from the fitted curve at half-maximal effect; series mostly up to about 57 µM; % is scaled to controls: 0 for no effect and ±100 for the full control effect; nearly all actives have a fitted effect of over 65% in size
CCT chaperon mod: cytosolic chaperonin activity modulation; purified chaperonin ATPase assay, HTRF ADP detection, 30 min; activity change, % (no concentration beside the values), hits read low; 0.3% of 360,000 active; in the data active = activity change below about -30%; also: % is scaled to controls: 0 for no effect and ±100 for the full control effect
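Enzyme 40 or 20 nM (batch-dependent) in Tris pH 7.4/KCl/MgCl2/DTT; cpd 76 uM single point; ATP 10 uM; 30 min 37 °C; Transcreener ADP HTRF detection, 30 min RT; ratio 665/615.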
WRN inhibitor: WRN helicase (human) inhibition; WRN helicase unwinding, fluorescent forked duplex, kinetic; Potency, µM (titrated, usually from 114 µM), without a hit: at the top dose activity change, negative = inhibition, hits mostly inhibitors; Q14191; AID 651768; 0.46% of 360,000 active; also: potency is read from the fitted curve at half-maximal effect; % is scaled to controls: 0 for no effect and ±100 for the full control effect; nearly all actives have a fitted effect of over 55% in size
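Primary qHTS, 1536-well format. 20 nM WRN + compound, 15 min RT; start with 100 nM forked fluorophore/quencher duplex, 2 mM ATP (final); kinetic read ex 525/em 598 nm.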
Mm-Cpn inhibitor: inhibitors of Methanococcus maripaludis chaperonin (MmCpn); purified Mm-Cpn ATPase, ADP Transcreener TR-FRET; Potency, µM (top dose mostly 76.9 µM), without a hit: top-dose activity, negative = inhibition, hits mostly inhibitors; 0.031% of 330,000 active; AID 504842; also: potency is read from the fitted curve at half-maximal effect; % is scaled to controls: 0 for no effect and ±100 for the full control effect; nearly all actives have a fitted effect of over 80% in size
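ATP (10 uM final) was added to archaeal chaperonin (25 nM final) after 10 min exposure to test compound at 37°C; after 30 min further incubation, ADP was detected by competitive TR-FRET.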
PI5P4Ka inh: blocks human PI5P4K alpha kinase activity; PI5P4Kalpha enzyme, ADP-Glo luminescence, 60 min; hits give low values; max response, %; 1.2% of 330,000 active; AID 652105; active = max response of -50% or lower; inconclusive = between -30% and -50%; inactive = -30% or higher; also: value at the top dose of about 77 µM; % is scaled to controls: 0 for no effect and ±100 for the full control effect
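qHTS, 1536-well: enzyme/substrate mix, compound by pin tool, 5 microM ATP final; RT 60 min; ADP-Glo reagents 1 (45 min) then 2 (30 min); luminescence.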
Numbers without * were called inactive; ? = inconclusive; . = no result given; [ ] = dose if it differs, or a comment. Unless noted, calls follow the shape of the dose curve; as a rule, active = well fitted curve in the direction sought with a large enough effect; inconclusive = small, poorly fitted or top-dose-only effect, or another doubt; inactive = no such curve, though single readings can be large; an effect the other way counts as inactive or inconclusive.

Abbreviations – A = EPAC1 antagonist; B = EPAC2 antag; C = EPAC1 agonist; D = PLK1 PBD inh; E = CCT chaperon mod; F = WRN inhibitor; G = Mm-Cpn inhibitor; H = PI5P4Ka inh
O=C1OC(/C=C/c2ccccc2)=NC/1=C/c1ccco1
  A = -6%; B = 8%; C = 1%; D = -14%; E = 0.2; F = -2%[11.6 µM]; G = 1%; H = 5
CC(=O)N1CCN(S(=O)(=O)c2c(F)cc(F)c(Cl)c2F)CC1
  A = -13%; B = -1%; C = 0%; D = -1%; E = 0.1; F = 5%; G = 2%; H = -8
Cc1ccc(C)c(Nc2ccc(C(=O)NCCc3ccccc3)cn2)c1
  A = 9%; B = 4%; C = -10%; D = 0%; E = -0.8; F = 4%; G = -2%; H = -4
OCCC1CN(Cc2nc3ccccc3s2)CCN1CCc1ccccc1 (stereo not drawn)
  A = -20%; B = 1%; C = -4%; D = -24%; E = 0.0; F = 8%; G = -4%; H = 1
COC(=O)c1cn(CCOc2ccccc2F)c2ccccc12
  A = -9%; B = -12%; C = 24%; D = 2%; E = 1.7; F = -16%; G = 2%; H = 19
O=C1NC(=O)C(c2ccccc2[N+](=O)[O-])=C1Nc1ccc(O)c(Cl)c1
  A = -4%; B = -9%; C = -4%; D = -15%; E = 0.5; F = 8%; G = 0%; H = ?
C/C(=N\NC(=S)NC(C)C)c1ccc(Cl)s1
  A = 2%; B = -18%; C = -7%; D = -22%; E = 0.5; F = -2%; G = 3%; H = 21
CC(C)(C)NCCOc1ccc2ccccc2c1
  A = 1%; B = 1%; C = 0%; D = -13%; E = -0.7; F = 1%; G = -1%; H = 2
CN(C)S(=O)(=O)Nc1ccccn1
  A = -13%; B = 30%[activator]; C = 3%; D = 0%; E = 1.8; F = -1%; G = -2%; H = -1
C=CCn1c(=O)/c(=C/c2ccc(Cl)cc2)s/c1=C(\C#N)c1nnc2n1CCCCC2
  A = 8%; B = -4%; C = -6%; D = -4%; E = -3.5; F = -12%; G = .; H = -7
O=C1c2ccccc2C(c2nc3ccccc3[nH]2)N1c1ccccn1 (stereo not drawn)
  A = 7%; B = -5%; C = 14%; D = -9%; E = -0.7; F = 4%; G = .; H = 0
COc1ccc(-c2nc(NC(=O)C3CCN(c4nc5ccccc5o4)CC3)sc2C)cc1
  A = -7%; B = -1%; C = 9%; D = 1%; E = 1.2; F = -22%; G = 0%; H = 6
Clc1ccc(NCc2cccnc2)c(Cl)c1
  A = 12%; B = 1%; C = 12%; D = -12%; E = -3.0; F = 1%; G = 2%; H = -4
C[C@H]1CN([C@@H](C)CO)C(=O)CCCn2cc(nn2)CO[C@@H]1CN(C)C(=O)Nc1ccc(C(F)(F)F)cc1
  A = -14%; B = -3%; C = -9%; D = -7%; E = 1.3; F = 6%; G = .; H = -4
CC(C)C(=O)N1CCC1(C)C(=O)Nc1cccc(Oc2ccccc2)c1 (stereo not drawn)
  A = -9%; B = -9%; C = -14%; D = 2%; E = 0.0; F = -8%[57.1 µM]; G = .; H = 6
CC1=C(C(=O)N(C(C)C)C(C)C)CC(CC(=O)NCc2cccs2)C(=O)N1Cc1ccc(C(C)(C)C)cc1 (stereo not drawn)
  A = -16%; B = -15%; C = -13%; D = -12%; E = -0.1; F = -6%; G = .; H = -4
CNS(=O)(=O)c1ccc2c3c(cccc13)C(=O)N2C
  A = 14%; B = 5%; C = 10%; D = 1%; E = -0.6; F = 2%; G = -7%; H = -3
Cc1cc(-n2c(C)cc(C(=S)N3CCOCC3)c2C)ccc1Br
  A = -11%; B = -4%; C = 12%; D = ?; E = 0.5; F = -1%; G = -5%; H = -10
COc1ccccc1C(=O)NC(CCSC)C(=O)NNC(=O)c1csc(N2CCOCC2)n1 (stereo not drawn)
  A = 5%; B = 0%; C = -2%; D = 0%; E = -1.2; F = 0%; G = -5%; H = -3
CC(C)CC(=O)NC(C)C(c1cccs1)N1CCOCC1 (stereo not drawn)
  A = -4%; B = 2%; C = -9%; D = 1%; E = -2.9; F = 10%; G = 0%; H = 0
CC1CC(Nc2ccccc2)c2ccccc2N1C(=O)c1cccnc1 (stereo not drawn)
  A = -4%; B = -10%; C = 4%; D = -5%; E = 1.6; F = -16%; G = 0%; H = .
Cc1ccc(NC(=O)Cn2cnc3c(nnn3Cc3ccc(F)cc3)c2=O)cc1
  A = -20%; B = -9%; C = 10%; D = -4%; E = 0.8; F = -3%; G = 1%; H = 1
CC(OC(=O)c1nccnc1N)C(=O)Nc1ccc(S(=O)(=O)N2CCCC2)cc1 (stereo not drawn)
  A = 12%; B = 1%; C = 4%; D = -8%; E = -1.5; F = 4%; G = 1%; H = 2
O=C(C1COc2ccccc2O1)N1CCCC1 (stereo not drawn)
  A = 16%; B = 19%[57.1 µM]; C = -2%; D = -6%; E = 2.4; F = 7%; G = 0%; H = -3
Cc1ccc(C(=O)c2cc([N+](=O)[O-])ccc2N2CCCCC2)cc1
  A = -9%; B = -22%; C = 0%; D = -6%; E = -1.2; F = -17%; G = 1%; H = 10

Whole records, quoted from the list. Screens in order: EPAC1 antagonist | EPAC2 antag | EPAC1 agonist | PLK1 PBD inh | CCT chaperon mod | WRN inhibitor | Mm-Cpn inhibitor | PI5P4Ka inh
Shown for COC(=O)c1cn(CCOc2ccccc2F)c2ccccc12 = -9% | -12% | 24% | 2% | 1.7 | -16% | 2% | 19
Shown for C=CCn1c(=O)/c(=C/c2ccc(Cl)cc2)s/c1=C(\C#N)c1nnc2n1CCCCC2 = 8% | -4% | -6% | -4% | -3.5 | -12% | . | -7

Additional entries follow.
Abbreviations – A = EPAC1 antagonist; B = EPAC2 antag; C = EPAC1 agonist; D = PLK1 PBD inh; E = CCT chaperon mod; F = WRN inhibitor; G = Mm-Cpn inhibitor; H = PI5P4Ka inh
NC(=O)c1c(N)sc2c1CCC2
  A = -10%; B = -4%; C = -8%; D = ?; E = 0.9; F = -30%; G = 2%; H = -28
COC(=O)c1[nH]c2ccc(F)cc2c1NS(=O)(=O)c1ccc(F)c(C)c1
  A = -8%; B = -15%; C = -5%; D = 7%; E = 1.2; F = -4%; G = 2%; H = -2
CCc1nn2cc(C(=O)c3cc(C)ccc3O)cnc2c1-c1ccc(F)cc1
  A = -12%; B = -2%; C = -14%; D = -2%; E = -0.6; F = -9%; G = -8%; H = 8
Cc1cccc(N2CCN(C(=O)CSc3ccsc3[N+](=O)[O-])CC2C)c1 (stereo not drawn)
  A = ?; B = -7%; C = 3%; D = -5%; E = -6.0; F = -15%; G = 0%; H = ?
CC(C)CCOP(=O)(c1ccc(N(C)C)cc1)C(O)c1ccccc1F (stereo not drawn)
  A = 8%; B = -2%; C = -1%; D = 3%; E = -7.2; F = 2%; G = 3%; H = .
Cc1ccc(C(=O)NC(=S)NNC(=O)COc2ccc([N+](=O)[O-])cc2)cc1
  A = -15%; B = 4%; C = 3%; D = ?; E = -0.9; F = 0%; G = -1%; H = -23
Cc1cc2nc(-c3ccc(SCC(=O)Nc4ccc(S(=O)(=O)NC5CC5)cc4)nc3)[nH]c2cc1C
  A = 19%; B = 7%; C = -3%; D = 5%; E = 2.6; F = 1%; G = ?; H = -15
CCOC(=O)N1CCN(C(C(=O)NC2CCCC2)c2ccco2)CC1 (stereo not drawn)
  A = 35%[activator]; B = 10%; C = -5%; D = -2%; E = .; F = 5%; G = .; H = 0
Cc1ccc(NCc2n[nH]c(=S)n2-c2ccccc2)cc1Cl
  A = -17%; B = 4%; C = 7%; D = -10%; E = -3.1; F = 7%; G = 1%; H = -14
COc1ccc(C2/C=C\CN(CC3CC3)CC(=O)N2Cc2ccc(F)cc2)cc1 (stereo not drawn)
  A = 19%; B = 5%; C = 1%; D = -1%; E = 0.1; F = -2%; G = 3%; H = 7
COC(=O)c1cc(OC)c(OC)cc1NC(=S)N1CCN(c2ccccn2)CC1
  A = 4%; B = -27%; C = 0%; D = 3%; E = -1.6; F = 1%; G = 3%; H = -4
CC(=O)Nc1ccc(Nc2nc3c(S(=O)(=O)c4ccc(C)c(C)c4)nnn3c3ccccc23)cc1
  A = 23%; B = 0%; C = -6%; D = -1%; E = 1.9; F = -5%; G = 1%; H = -4
COc1ccc(NC(=S)N(CCCN2CCCC2)Cc2ccco2)cc1
  A = -3%; B = 8%; C = 0%; D = -7%; E = 0.7; F = -24%; G = 3%; H = -2
Cc1ccc(S(=O)(=O)N2CCN(C(=O)NCc3ccc(F)cc3)CC2)c(C)c1
  A = -19%; B = -3%; C = -2%; D = 1%; E = 1.3; F = 0%[57.1 µM]; G = 0%; H = 0
COc1ccc(S(=O)(=O)N2CCCCCC2)cc1NC(=O)c1ccccc1F
  A = -29%; B = -7%; C = 7%; D = -5%; E = -1.2; F = -10%; G = -2%; H = 2
O=C(NC1CSC/C1=N\O)c1ccccc1 (stereo not drawn)
  A = 10%; B = 6%; C = -3%; D = -2%; E = 0.5; F = 8%; G = 0%; H = .
Cc1cc(C)cc(N2CC(C)Cn3c2nc2c3c(=O)[nH]c(=O)n2C)c1 (stereo not drawn)
  A = 19%; B = -18%; C = 2%; D = 0%; E = -0.2; F = 9%; G = 0%; H = 3
COc1ccc(NC(=O)c2oc3ccccc3c2NC(=O)C2CC2)cc1OC
  A = -4%; B = -5%; C = 8%; D = 0%; E = -0.8; F = -17%; G = -1%; H = -1
CCCC1(C(=O)OCC)NC(c2cc(OC)c(OC)c(OC)c2)C2C(=O)N(CC)C(=O)C21 (stereo not drawn)
  A = -29%; B = -10%; C = 1%; D = -4%; E = 1.7; F = 3%; G = 1%; H = 5
Cn1c2c(c(=O)n(C)c1=O)C(c1ccc(C(F)(F)F)cc1)CC(=O)N2 (stereo not drawn)
  A = -9%; B = 0%; C = -12%; D = 0%; E = 1.2; F = -4%; G = .; H = -16
Nc1nc(-c2ccc(Oc3ccccc3)cc2)cs1
  A = 9%; B = -26%; C = -1%; D = 34%[activator]; E = 0.7; F = 7%; G = -1%; H = 7

In the list so far, two contain an aryl thioether with sulfur outside any ring.
Abbreviations – A = EPAC1 antagonist; B = EPAC2 antag; C = EPAC1 agonist; D = PLK1 PBD inh; E = CCT chaperon mod; F = WRN inhibitor; G = Mm-Cpn inhibitor; H = PI5P4Ka inh
Cc1cccc(N2CCN(C(=O)CSc3ccsc3[N+](=O)[O-])CC2C)c1 (stereo not drawn)
  A = ?; B = -7%; C = 3%; D = -5%; E = -6.0; F = -15%; G = 0%; H = ?
Cc1cc2nc(-c3ccc(SCC(=O)Nc4ccc(S(=O)(=O)NC5CC5)cc4)nc3)[nH]c2cc1C
  A = 19%; B = 7%; C = -3%; D = 5%; E = 2.6; F = 1%; G = ?; H = -15

The list is partial; the hit share may differ from the screen's.
